# Screening results: PubChem, National Center for Advancing Translational Sciences (NCATS)
# IkB sig inh: IkB Signaling. ABC-DLBCL IkBa-CBG/CBR dual luciferase ratio, 4 h; response scale: scaled: untreated 0%, proteasome inhibitor 100%. Potency, µM (series often up to 57.1 µM), for the others: at the top dose IkBa stabilization activation. actives 0.04% (n = 110,000); active = well fitted curve in the direction sought with a large enough effect in the signal ratio, not every such curve was filed as active; inconclusive = small, poorly fitted or top-dose-only effect, or a change in a side signal; the % refers to the signal ratio;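 also: the direction sought is a rising ratio; 0% = basal untreated cells and 100% = reference inhibitor full response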
#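 In this assay, an IκBα–CBG68 fusion accumulates when IKK-driven degradation is blocked; native CBR normalizes for cell number. OCI-Ly3 cells were treated 4 h with compound and doxycycline, then green and red light read after Chroma-Glo addition.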
# Peg3 imprint: qHTS Assay for Compounds that Induce Erasure of Genomic Imprints; mouse ES Peg3-LacZ reporter, beta-gal luminescence, 40 h; Potency, µM (highest dose often 60.7 µM), for the others: top-dose activity change, positive = activation, actives largely listed as activators; AID 1948, 2009; actives 0.02% (n = 110,000);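 also: 0% = negative control wells on the plate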
#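 Readout: BetaGlo luminescence (5 min, room temp) for LacZ from the normally silent maternal Peg3 allele in female Peg3LacZ-Neo ES cells. Cells 300/well, 40 h, 37C, 5% CO2. Data normalized per plate to negative controls.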
# p53ts 32C kill: qHTS Screen for Compounds that Selectively Target Cancer Cells with p53 Mutations: Cytotoxicity of p53ts Cells at the Permissive Temperature. Potency, µM (series often up to 46.1 µM), inactives show top-dose activity change, negative = cytotoxicity, usual class: cytotoxic. H1299-p53A138V at 32C, ATP luminescence viability, 24 h. actives 0.93% (n = 130,000);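 also: 0% = DMSO and -100% = full killing by reference compound; nearly all actives have a fitted effect of over 55% in size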
#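 ATP-content luminescence (ATPlite) read-out after 24 h compound exposure at 32C in H1299-p53A138V cells (600/well). Tested up to 46 uM. Normalized to DMSO (0%) and 100 uM tamoxifen (100% killing); Hill-fit AC50.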
# p53ts 39C kill: qHTS Screen for Compounds that Selectively Target Cancer Cells with p53 Mutations: Cytotoxicity of p53ts Cells at the Nonpermissive Temperature; H1299-p53A138V viability at 39C, ATP luminescence, 24 h; Potency, µM (titrated, usually from 46.1 µM), without a hit: at the top dose activity change, negative = cell killing, most hits filed as cytotoxic; actives 1.5% (n = 130,000); also: nearly all actives have a fitted effect of over 55% in size
# * hit, by the source's call; ? = inconclusive; / = not tested or not shown; & = joins results of further samples; [ ] = dose if it differs, or a comment. Unless noted, calls follow the shape of the dose curve; as a rule, active = well fitted curve in the direction sought with a large enough effect; inconclusive = small, poorly fitted or top-dose-only effect, or another doubt; inactive = no such curve, though single readings can be large; an effect the other way counts as inactive or inconclusive. Unless noted, % is scaled to controls: 0 for no effect and ±100 for the full control effect; potency is read from the fitted curve at half-maximal effect.
# Labels used below: A = IkB sig inh; B = Peg3 imprint; C = p53ts 32C kill; D = p53ts 39C kill
> COc1cccc(-n2c(=O)[nH]cc(C(=O)Nc3ccc4c(c3)OCCO4)c2=O)c1
  A: 3.3%; B: -4.2%; C: ?; D: 5.5%

> CCOc1cccc(/C(O)=C2/C(=O)C(=O)N(Cc3ccco3)C2c2ccncc2)c1 (configuration not stated)
  A: 1.9%; B: -5.9%; C: -6.5%; D: -1.8%

> N#Cc1ccccc1Sc1ccccc1C(=O)N1CCOCC1
  A: -0.4%; B: -9.3%; C: 1.4%; D: 9.3%

> CCOC(=O)c1sc2ccccc2c1S(=O)(=O)Nc1ccc(OC)c(Cl)c1
  A: ?; B: -9.2%[10.9 µM]; C: 22.5%; D: -29.9%

> COC(=O)c1ccc(C(NC(=O)OCc2ccccc2)/C(=C/[C@@H](C)C(=O)NCCc2c[nH]c3ccccc23)c2cccnc2)cc1 (some centres not stated)
  A: /; B: -18.7%; C: 16.3%; D: -6.1%

> Cc1ccc(C2CC(=O)n3nc(-c4ccc(F)cc4)nc3S2)cc1 (configuration not stated)
  A: ?; B: -4.9%[10.9 µM]; C: -1.1%; D: -1.4%

> CN(CC(=O)Nc1ccncc1)S(=O)(=O)c1ccc(Cl)cc1
  A: -0.2%; B: -14.6%; C: 3.1%; D: 3.6%

> O=C(O)CN1C(=O)C2(OCCCO2)c2ccccc21
  A: 0.0%; B: -3.3%; C: -3.9%; D: 0.5%

> CCOC(=O)c1cnc(SCC(=O)c2ccccc2)nc1N
  A: 4.4%; B: -64.2%[inhibitor]; C: -28.4%; D: -26.9%

> O=C(C1CCC1)N1CCc2cc(S(=O)(=O)N3CCN(c4ccccc4)CC3)ccc21
  A: 2.1%; B: -9.0%[10.9 µM]; C: -9.0%; D: -24.4%

# Profiles as entered above. Order of screens: IkB sig inh	Peg3 imprint	p53ts 32C kill	p53ts 39C kill
# `N#Cc1ccccc1Sc1ccccc1C(=O)N1CCOCC1` as listed: -0.4%	-9.3%	1.4%	9.3%
# `CN(CC(=O)Nc1ccncc1)S(=O)(=O)c1ccc(Cl)cc1` as listed: -0.2%	-14.6%	3.1%	3.6%

# The listing picks up; the two compounds before the break are reprinted first.
# Labels used below: A = IkB sig inh; B = Peg3 imprint; C = p53ts 32C kill; D = p53ts 39C kill
> CCOC(=O)c1cnc(SCC(=O)c2ccccc2)nc1N
  A: 4.4%; B: -64.2%[inhibitor]; C: -28.4%; D: -26.9%

> O=C(C1CCC1)N1CCc2cc(S(=O)(=O)N3CCN(c4ccccc4)CC3)ccc21
  A: 2.1%; B: -9.0%[10.9 µM]; C: -9.0%; D: -24.4%

> O=C(c1cccnc1)N1CCc2ccccc2C1
  A: 7.9%; B: -7.6%; C: 18.4%; D: 4.4%

> CCOc1ccc(C2c3c(oc4ccc(C)cc4c3=O)C(=O)N2CCCN(C)C)cc1 (configuration not stated)
  A: 0.5%; B: -13.9%[10.9 µM]; C: -8.2%; D: -1.0%

> CCN(c1cccc(C)c1)S(=O)(=O)c1ccc(N2CCCCS2(=O)=O)cc1
  A: -1.1%; B: -11.5%[10.9 µM]; C: 2.7%; D: 19.6%

> COc1ccc(-c2cc3nc(C)c(CCC(=O)NCCc4ccc(Cl)cc4)c(C)n3n2)c(OC)c1
  A: ?; B: -13.2%[10.9 µM]; C: 16.8%; D: -23.2%

> CCOc1ccc2[nH]c(=O)c(=O)[nH]c2c1
  A: -1.1%; B: 4.1%; C: -7.6%; D: 0.9%

> Nc1ccc(CCc2nc3ccccc3o2)cc1
  A: 7.2%; B: -54.3%[inhibitor]; C: ?; D: ?

> CN1C(=O)c2cccc3c(S(=O)(=O)Nc4ccccn4)ccc1c23
  A: 12.4%; B: -12.2%; C: -3.8%; D: ?

> Cc1ccc(NC(=O)C2CCCN2S(=O)(=O)c2ccc3c(c2)C(C)(C)C(=O)N3C)cc1 (configuration not stated)
  A: ?; B: -14.2%[10.9 µM]; C: -8.9%; D: -10.0%

> CCc1nn(CC(=O)N2CCCCC2)c(=O)c2cc3sc(C)cc3n12
  A: 2.4%; B: -7.4%[10.9 µM]; C: 3.1%; D: 3.2%

> Cc1ccc(CNC(=O)c2c(Nc3c(C)cccc3C)sc(C(=O)c3ccccc3)c2N)cc1
  A: ?; B: -8.5%[10.9 µM]; C: -19.1%; D: ?

> COc1ccc(OCC(O)CN2C(=O)c3ccccc3S2(=O)=O)cc1 (configuration not stated)
  A: -0.7%; B: -5.8%; C: -3.8%; D: -7.4%

> COC(=O)CC1=COC2OCC3=CC[C@@H]1C32 (some centres not stated)
  A: /; B: /; C: 0.8%[9.22 µM]; D: 3.5%[9.22 µM]

> CCOC(=O)c1c(S(=O)(=O)NCC(=O)Nc2ccc(C)c(Cl)c2)c(C)n(C)c1C
  A: ?; B: 5.0%[10.9 µM]; C: 5.6%; D: -26.4%

> Cc1c(Cl)cccc1NC(=O)Cn1nc(C)c2sc3ccccc3c2c1=O
  A: ?; B: -8.7%[10.9 µM]; C: 3.3%; D: 15.2%

> O=C(NCCCCNC(=O)c1c(F)c(F)c(F)c(F)c1F)c1c(F)c(F)c(F)c(F)c1F
  A: 1.0%; B: -8.5%; C: -6.6%; D: 4.8%

> CC1CCC2(CC1)NC(=O)N(CC(=O)NC(=O)NC1CCCC1)C2=O (configuration not stated)
  A: -1.1%; B: 2.1%; C: -3.6%; D: 2.1%

> CCc1nnc(SCC(=O)Nc2ccc(Cl)cc2F)c2cc3occc3n12
  A: ?; B: -16.4%[10.9 µM]; C: -3.2%; D: -7.8%

> CCCCN(C(=O)Cn1nnc2ccccc21)C(C(=O)NCc1ccco1)c1ccncc1 (configuration not stated)
  A: ?; B: -3.5%; C: 7.8%; D: 10.4%

> CCOc1ccccc1NC(=O)C1CCCN(S(=O)(=O)c2cn(C)cn2)C1 (configuration not stated)
  A: -0.1%; B: 1.0%[10.9 µM]; C: -7.2%; D: -21.5%

> Cc1ccc2nc(-c3cccnc3)oc2c1
  A: -2.1%; B: -70.7%[inhibitor]; C: ?; D: ?

> CCOc1ccc(NS(=O)(=O)c2ccc3[nH]cc(C(=O)N(C)C4CCCCC4)c(=O)c3c2)cc1
  A: -2.3%; B: -14.9%[10.9 µM]; C: 15.1%; D: -22.7%

> Cc1ccc(-c2nonc2NC(=O)c2ccco2)cc1C
  A: 0.4%; B: -5.7%[10.9 µM]; C: 3.0%; D: -2.9%

> Cc1csc(-c2coc3cc(O)cc(C)c3c2=O)n1
  A: -5.5%; B: -91.6%[inhibitor]; C: -17.5%; D: -22.5%

> CCCC(=O)Nc1cc(OC)c(NC(=O)NC2CCCCC2)cc1OC
  A: -0.6%; B: -8.0%; C: -1.4%; D: 4.3%

> CC(C)(Sc1ccc(CCN(CCCCC2CCCCC2)C(=O)NC2CCCCC2)cc1)C(=O)O
  A: 0.4%&3.2%; B: -8.1%&-0.8%; C: ?; D: ?

> CC(C)N(Cc1ccccc1)C(=O)CN1C(=O)CSc2ccc(S(=O)(=O)N3CCCC3)cc21
  A: -1.4%; B: -6.5%[10.9 µM]; C: 4.0%; D: -10.3%

> O=S(=O)(c1ccccc1)c1cccc(S(=O)(=O)N2CCCCC2)c1
  A: 2.6%; B: -17.9%; C: -1.3%; D: -10.4%

> CCn1c(SCC(=O)c2ccc(OC)cc2)nnc1C(C)NC(=O)c1ccc(OC)cc1 (configuration not stated)
  A: -2.3%; B: -15.1%; C: 8.7%; D: 6.5%

> COc1ccc(C2C(C(=O)Nc3ccccn3)=C(C)Nc3ncnn32)c(OC)c1 (configuration not stated)
  A: -3.0%; B: -3.6%; C: -6.7%; D: 3.6%

> CCn1nnnc1Oc1ccc(Cl)cc1
  A: 0.0%; B: -9.9%; C: -0.8%; D: 5.2%

# Looked up one by one from the list above:
# Labels used below: A = IkB sig inh; B = Peg3 imprint; C = p53ts 32C kill; D = p53ts 39C kill
> CC(C)(Sc1ccc(CCN(CCCCC2CCCCC2)C(=O)NC2CCCCC2)cc1)C(=O)O
  A: 0.4%&3.2%; B: -8.1%&-0.8%; C: ?; D: ?

> COc1ccc(C2C(C(=O)Nc3ccccn3)=C(C)Nc3ncnn32)c(OC)c1 (configuration not stated)
  A: -3.0%; B: -3.6%; C: -6.7%; D: 3.6%

# Later entries:
# Labels used below: A = IkB sig inh; B = Peg3 imprint; C = p53ts 32C kill; D = p53ts 39C kill
> Cn1c(=O)n(C)c2cc(N3CCOCC3)c(NS(=O)(=O)c3ccc(Cl)cc3)cc21
  A: 6.6%; B: -6.7%[10.9 µM]; C: 3.5%; D: -17.8%

> COc1ccc(-c2cc(N3C(=O)Nc4ccccc4N3O)n[nH]2)cc1OC
  A: /; B: /; C: -12.7%; D: 0.9%

> COc1ccc(NC(=O)c2nc(-c3ccc(C)cc3)n3c2CCCCC3)cc1
  A: ?; B: -7.0%[10.9 µM]; C: 0.6%; D: -4.3%

> CC(C)OCCCNC(=O)CCN1C(=O)COc2ccccc21
  A: 2.1%; B: -9.7%; C: -2.1%; D: 9.0%

> COc1ccc2c(c1)c1nc3ccccc3nc1n2Cc1ccc(OC(C)C)c(OC)c1
  A: /; B: /; C: -0.8%; D: -4.7%

> CCOC(=O)c1sc2ncnc(N3CCN(C(=O)OCC)CC3)c2c1C
  A: -1.3%; B: -22.8%; C: 0.1%; D: -14.7%

> Cc1ccc(NC(=O)N(Cc2cn(C)c3ccccc23)C2CCCCC2)cc1C
  A: ?; B: -14.4%[10.9 µM]; C: ?; D: 12.6µM*

> CCCN(C(=O)c1cc2c(s1)-c1ccccc1SC2)c1ccccc1F
  A: ?; B: -9.9%[10.9 µM]; C: -3.4%; D: 25.1µM*

> COc1cc2c(C#N)c(N3CCN(c4ccccc4OC)CC3)nc(N)c2c(N)n1
  A: ?; B: -22.1%; C: ?; D: ?

> Cc1cccc(CS(=O)(=O)c2ncc(Cl)c(C(=O)Nc3nc4ccc(F)cc4s3)n2)c1
  A: ?; B: -35.8%[inhibitor][10.9 µM]; C: 15.8µM*; D: 10µM*

> Cc1ccccc1CNCc1c(C(=O)O)c(C)n(Cc2ccc(F)cc2Cl)c1C
  A: ?; B: 10.1%[10.9 µM]; C: -6.0%; D: -19.9%

> CCOC(=O)CSc1nnc(CNC(=O)c2cccs2)n1Cc1ccccc1
  A: 1.8%; B: 8.6%; C: -10.3%; D: -10.3%

> Oc1ccc(NCc2ccc(OCc3ccccc3)cc2)cc1
  A: ?; B: -53.7%[inhibitor][10.9 µM]; C: ?; D: 20µM*

> CN1CCN(c2nc(Nc3cccc(C(F)(F)F)c3)nc(N3CCOCC3)n2)CC1
  A: ?; B: -14.2%; C: 8.6%; D: -8.4%

> CC(C)C1COc2cc3oc(=O)ccc3cc2O1 (configuration not stated)
  A: /; B: -2.9%; C: -8.3%; D: -8.7%

> Cc1ccc(NC(=O)C(C)Sc2nnc(-c3cccnc3)o2)cc1 (configuration not stated)
  A: -2.4%; B: /; C: -5.4%; D: 0.7%

> Cc1ccccc1N(C)S(=O)(=O)c1ccc2[nH]cc(C(=O)NCC3CCCO3)c(=O)c2c1 (configuration not stated)
  A: 3.3%; B: -13.3%; C: 10.2%; D: 5.0%

> CCOc1cc(N2CCOCC2)c(OCC)cc1NC(=O)c1nc2nc(C)cc(C)n2n1
  A: -1.0%; B: 2.5%; C: -2.7%; D: 2.8%

> CCOC(=O)c1nnn(CC(=O)Nc2cc(F)ccc2F)c1C(=O)OCC
  A: -1.0%; B: -3.0%; C: 0.4%; D: -1.3%

> OCc1cn(-c2ccccc2)nc1-c1cccnc1
  A: /; B: /; C: 1.5%; D: -6.8%

> O=C(Nc1ccccc1N1CCCCC1)c1cccc(F)c1
  A: 0.3%; B: -25.3%; C: 5.4%; D: -1.1%

> Clc1ccccc1OCCSc1nnc(-c2cccs2)o1
  A: -0.9%; B: -10.3%[10.9 µM]; C: -3.2%; D: 1.3%

> COc1ccc(C(=O)N2CCCC2)cc1S(=O)(=O)N1CCOCC1
  A: -1.7%; B: -6.9%; C: 8.5%; D: 9.0%

> CCc1ccc(NC(=O)Cn2c(=O)n(Cc3ccco3)c(=O)c3cccnc32)cc1
  A: -2.1%; B: -8.8%[10.9 µM]; C: -5.6%; D: ?

> CCNC(=O)CC1C(=O)N(c2ccc(C)cc2)C(=O)N1CCC(C)C (configuration not stated)
  A: 4.0%; B: -8.2%[10.9 µM]; C: -0.2%; D: 19.5%
